RGS4 inh: blocks human RGS4-accelerated GTP hydrolysis; P49798; Transcreener GDP fluorescence polarization, RGS4-accelerated GTP hydrolysis; Potency, µM (titrated, usually from 114 µM), inactives show at the top dose activity change, negative = inhibition, actives largely listed as inhibitors; 390,000 tested, 0.039% active; note: potency is the fitted concentration of half-maximal effect; % is set by controls: 0 for no effect and ±100 for the full control effect; nearly all actives have a fitted effect of over 75% in size; some results filed as inactive show a strong effect at the top dose
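MLSMR compounds (23 nl, pin-transferred) preincubated 10 min at room temperature with a 500nM (2x) first reagent, then RGS4 at 900nM (2x) plus Transcreener GDP mix added; fluorescence polarization (620/688 nm) read before and after 90 min at 30 °C.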
12-LOX inh: ALOX12 (human) lipoxygenase inhibition; Potency, µM (titrated, usually from 108 µM), for the others: at the top dose activity change, negative = inhibition, hits mostly inhibitors; 580,000 tested, 1.1% active; purified 12hLO, xylenol orange hydroperoxide absorbance; P18054; note: potency is the fitted concentration of half-maximal effect; % is set by controls: 0 for no effect and ±100 for the full control effect
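Purified human 12hLO (150 nM final) in 25 mM Hepes, 0.01% Triton X-100, pH 7.0 was preincubated 15 min at room temperature with compound. Then 40 uM arachidonic acid was added, 30 min. Hydroperoxide was read by Fe-XO absorbance ratio 573/405 nm.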
PI4K2A block: inhibitors of human PI4K2A | Q9BTU6 | purified PI4K2A, ADP-Glo luminescence, 1 h; hits give low values | activity change, negative = inhibition, % at 76.9 µM | 420,000 tested, 0.13% active | AID 1346378; in the data active = activity change below about -50%; inconclusive = mostly about -30% to -49%;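 note: -100% = wells without enzyme as full effect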
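PI4K2A activity was measured by ADP-Glo luminescence: enzyme (4 ug/mL stock) and phosphatidylinositol (1.2 mM stock) in Tris pH 7.5/MgCl2/EGTA/Triton X-100 buffer were reacted with ATP (300 microM stock) for one hour at ambient temperature.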
HP1b chromo inh: blocks HP1-beta chromodomain binding to methylated histone tails. P83916. AlphaScreen HP1-beta / biotin-H3K9me3 peptide binding. Potency, µM (top dose mostly 114 µM), for the others: at the top dose activity change, negative = inhibition, actives largely listed as inhibitors. 390,000 tested, 0.56% active. AID 540317; note: potency is the fitted concentration of half-maximal effect; nearly all actives have a fitted effect of over 70% in size; inactives centre near 23
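HP1-beta protein (50 nM final) preincubated 30 min at room temperature with biotinylated H3(1-18)K9me3 peptide (50 nM) in PBS pH 7.4, 0.01% Tween-20, then compound added for 30 min. AlphaScreen streptavidin donor/nickel chelate acceptor beads (10 ug/mL final), 30 min dark, luminescence read.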
GLS inhibitor: glutaminase GLS (human) inhibition. O94925. GLS enzymatic activity, qHTS titration. Potency, µM (series often up to 45.5 µM), for inactives: top-dose activity change, negative = inhibition, usual class: inhibitors. 410,000 tested, 0.21% active; note: potency is the fitted concentration of half-maximal effect; % is set by controls: 0 for no effect and ±100 for the full control effect
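Read-out is an Amplex red fluorescence increase coupled through glutamate oxidase and HRP, measured before and after 30 min room-temperature incubation. hKGA is in 45 mM KH2PO4 (pH 8.2) with 0.02% Tween-20; glutamine added as 1mM solution.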
ERG Ets-DNA blk: ERG Ets/DNA interaction inhibition; fluorescence polarization, His-ERG Ets domain / labelled DNA; Potency, µM (top dose mostly 76.9 µM), inactives show at the highest dose FP activity, negative = inhibition, actives largely listed as inhibitors; 370,000 tested, 0.028% active; AID 624246; active = well fitted inhibition curve with a large enough effect in the polarisation, with a control signal flat; inconclusive = small, poorly fitted or top-dose-only effect, or effect the other way, or a change in a side signal; inactive = no such curve, though single readings can be large or run the other way; the % refers to the polarisation;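 note: polarization taken with two DNA probes labelled with fluorescein and Texas red; potency is the fitted concentration of half-maximal effect; % of control where 0% means no effect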
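His-tagged ERG Ets domain (1 uM in the protein solution; 300mM KCl, 50mM Tris-HCl, 1mM EDTA, 1mM DTT, pH 7.5) received compound, then a probe mix of 5 nM fluorescein-DNA and 100nM Texas-615-DNA. Fluorescence polarization was read for both dyes.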
BAZ2B block: blocks human BAZ2B; Potency, µM (top dose mostly 114 µM), for the others: at the top dose activity change, negative = inhibition, most hits filed as inhibitors; Q9UIF8; 360,000 tested, 4.4% active; AID 504333; AlphaScreen BAZ2B-H3K14Ac peptide displacement; note: potency is the fitted concentration of half-maximal effect; % is set by controls: 0 for no effect and ±100 for the full control effect; nearly all actives have a fitted effect of over 60% in size
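In this displacement format the biotinylated H3(5-23) peptide acetylated at Lys14 serves as ligand at 50 nM, with BAZ2B at 50 nM in PBS pH 7.4 containing 0.01% Tween-20. Donor and acceptor beads are 10 ug/mL final.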
JMJD2A Tudor: inhibitors of human JMJD2A Tudor domain. AlphaScreen JMJD2A-Tudor / H3K4me3 peptide binding. Potency, µM (top dose mostly 114 µM), for inactives: at the highest dose activity change, negative = inhibition, most hits filed as inhibitors. 390,000 tested, 4.4% active; note: potency is the fitted concentration of half-maximal effect; % is set by controls: 0 for no effect and ±100 for the full control effect; nearly all actives have a fitted effect of over 50% in size
Target sequence (O75164 whole entry, looked up, the tested form may be a part): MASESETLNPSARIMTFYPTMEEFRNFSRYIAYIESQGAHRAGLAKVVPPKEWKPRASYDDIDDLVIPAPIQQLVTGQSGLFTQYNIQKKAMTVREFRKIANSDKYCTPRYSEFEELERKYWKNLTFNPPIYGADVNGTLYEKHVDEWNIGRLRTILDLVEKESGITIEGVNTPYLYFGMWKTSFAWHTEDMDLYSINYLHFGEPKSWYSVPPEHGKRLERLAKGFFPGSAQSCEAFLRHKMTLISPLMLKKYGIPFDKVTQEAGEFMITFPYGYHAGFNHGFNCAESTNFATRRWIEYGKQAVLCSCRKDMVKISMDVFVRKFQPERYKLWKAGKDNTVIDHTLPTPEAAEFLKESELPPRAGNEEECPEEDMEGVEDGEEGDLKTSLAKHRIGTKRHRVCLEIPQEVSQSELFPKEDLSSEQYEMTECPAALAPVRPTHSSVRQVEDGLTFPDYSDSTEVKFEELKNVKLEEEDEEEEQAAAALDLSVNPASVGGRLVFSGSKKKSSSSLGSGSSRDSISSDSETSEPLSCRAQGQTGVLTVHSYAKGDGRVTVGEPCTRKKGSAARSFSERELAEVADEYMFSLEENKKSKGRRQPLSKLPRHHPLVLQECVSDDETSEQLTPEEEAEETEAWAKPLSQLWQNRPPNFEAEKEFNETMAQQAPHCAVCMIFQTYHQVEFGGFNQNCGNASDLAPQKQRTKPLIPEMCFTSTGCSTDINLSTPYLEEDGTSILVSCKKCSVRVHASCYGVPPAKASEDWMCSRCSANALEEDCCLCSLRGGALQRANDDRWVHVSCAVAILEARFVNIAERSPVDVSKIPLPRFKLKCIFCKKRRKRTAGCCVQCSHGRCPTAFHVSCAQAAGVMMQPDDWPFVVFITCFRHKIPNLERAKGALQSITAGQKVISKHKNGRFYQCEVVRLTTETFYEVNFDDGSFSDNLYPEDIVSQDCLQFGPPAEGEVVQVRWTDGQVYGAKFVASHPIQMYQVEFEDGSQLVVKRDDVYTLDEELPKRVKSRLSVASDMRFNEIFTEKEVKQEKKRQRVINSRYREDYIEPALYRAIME
G9a block: inhibitors of human histone lysine methyltransferase G9a; AID 504332; G9a H3K9 monomethylation, AlphaScreen, 2 h; 350,000 tested, 8.8% active; Potency, µM (top dose mostly 102 µM), for the others: at the top dose activity, negative = inhibition, actives largely listed as inhibitors; note: potency is the fitted concentration of half-maximal effect; % is set by controls: 0 for no effect and ±100 for the full control effect; nearly all actives have a fitted effect of over 75% in size
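Using a bead-based AlphaScreen, monomethylated H3K9 product from 2 h room-temperature reactions (G9a 20 nM, peptide 500 nM, SAM 20 uM) was detected with 0.5 ug/mL rabbit anti-H3K9me1 antibody.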
Starred values were filed as active, the others as inactive; ? = inconclusive; nt = no result given; & = joins results of further samples; [ ] = another dose, or the depositor's remark. Unless noted, calls come from the whole dose curve; as a rule, active = well fitted curve in the direction sought with a large enough effect; inconclusive = small, poorly fitted or top-dose-only effect, or another doubt; inactive = no such curve, though single readings can be large; an effect the other way counts as inactive or inconclusive. Some of the compounds tested, so the mix of outcomes need not match the whole.

SMILES	RGS4 inh	12-LOX inh	PI4K2A block	HP1b chromo inh	GLS inhibitor	ERG Ets-DNA blk	BAZ2B block	JMJD2A Tudor	G9a block
CCCCCCn1cnc2c(c1=O)c1nc3ccccc3nc1n2Cc1cccs1	-23%	14%	-10	23%	2%	-1%	-7%	3%	-3%[59 µM]
O=C1CC(c2nc3ccccc3[nH]2)CN1c1cccc(Cl)c1 (stereo not drawn)	-9%	-13%	-2	36%	-2%	2%	1%	3%	3%[59 µM]
CCCCCc1c(C)c(C#N)c2nc3ccccc3n2c1-n1ccnc1C	-43%[56.9 µM]	28%	-4	73%[activator]	2%	-1%	8%	4%[57.1 µM]	-2%[59 µM]
Nc1nc(SCC(=O)Nc2ccc(C(F)(F)F)cc2)[nH]c(=O)c1NC(=O)c1ccc(F)c(F)c1	-36%	-11%	5	16%	-1%	7%	-15%	1%	-3%
CCN(CC)S(=O)(=O)c1ccc(C)c(NC(=O)CSc2nnnn2C)c1	3%	60%[activator]	-4	3%	6%	-8%	nt	-16%	nt
O=C1CCC(=O)N1CNc1cccnc1	5%[11.4 µM]	-18%	-6	-10%	-1%	2%	nt	6%[11.4 µM]	1%[59 µM]
C=CCn1c(SCC(=O)Nc2ccc(NC(C)=O)cc2)nc2sc(C)c(C)c2c1=O	1%	-39%	-3	25%	5%	11%	2%	-11%	8%[12.7 µM]
CC(C)(C)S(=O)(=O)c1nc2ccccc2s1	-15%[56.9 µM]	0%	0	60%[activator]	-4%	1%	8%[57.1 µM]	-9%[57.1 µM]	5%[59 µM]
CN(C)c1ccc(N=Nc2cccc(F)c2)cc1	26%	0%	4	6.3µM*	-12%	-2%	4.5µM*	8.9µM*	10µM*
COc1ccccc1CNC(=O)CN(c1ccc(C)cc1)S(=O)(=O)c1c(C)n[nH]c1C	24%	?	22	22%	0%	-7%	-6%	-5%	2%
COc1ccccc1CC(=O)N1CCCc2ccccc21	26%	?	-1	27%	3%	1%	5%	-5%	-2%[59 µM]
Cc1ccccc1N1C(=O)c2ccccc2C1Nc1cccnc1 (stereo not drawn)	12%	-1%	-2	23%	3%	0%	6%	-8%	-13%
CN(Cc1ccc(OC(F)F)cc1)C(=O)c1ccc(S(=O)(=O)N(C)c2ccccc2)cc1	18%	5%	-1	55%[activator]	4%	0%	-3%	2%	-11%[12.7 µM]
Cc1cccc(NC(=S)N(CCCN2CCOCC2)Cc2ccco2)c1	2%	232%[activator]	2	28%	3%	5%	-1%	2%	8%[59 µM]
N=C(N)c1ccc(OCCCCCOc2ccc(C(=N)N)cc2)cc1	-10%	?	-4&3	35%	-6%&0%	-6%	4%	-3%	3%[21.5 µM]
CCc1ccc(Sc2cc(C(=O)NCCCN3CCC(C)CC3)c3ccccc3n2)cc1	-3%	?	-2	19%	2%	0%	-12%	-31%	-31%[59 µM]
CCOCCCn1c(=S)[nH]c2cc3c(cc2c1=O)OCO3	-23%	-1%	3	24%	-6%	-1%	0%	-20%	?
Cc1ccc(NC(=O)[C@H](CSCc2ccccc2)N2Cc3ccccc3C2=O)cc1	-6%	0%	8	32%	-7%	1%	-17%	-10%	-7%[59 µM]
COc1ccc(C)cc1S(=O)(=O)N(C)CC(=O)Nc1ccccc1	23%	-29%	5	27%	5%	16%	-3%	5%	-42%
Cc1ccc(NC(=O)C2=C(C(=O)O)CCCC2)cc1F	-14%	?	5	45%[activator]	-1%	-4%	-25%	-3%	10%
COc1cc2c(cc1OC)C(C(=O)NCCN(C)C)C(c1cccs1)N(C)C2=O (stereo not drawn)	30%	4%	3	30%	3%	11%	-4%	-7%	16%[59 µM]
Cc1cccnc1NC(=O)c1ccc(S(=O)(=O)NCc2ccco2)cc1	-11%	-18%	-4	40%	-5%	-4%	1%	-15%	-30%
O=C(Cn1nnc(-c2ccccc2)n1)N/N=C/c1cc([N+](=O)[O-])ccc1O	-13%	-18%	4	22%	0%	-5%	?	?	-22%
C[C@@H](NC(=O)OC(C)(C)C)c1nnc(S(=O)(=O)Cc2ccccc2)o1	?	0%	44	53%[activator]	-6%	-3%	-21%	-14%	?
COc1ccc(Cn2ccc3nc(C)c(C(=O)NCc4ccc(OC)cc4OC)cc3c2=O)cc1	-7%	8%	-1	17%	-15%	1%	-13%	-18%	-1%[59 µM]
Cc1ccccc1NC(=O)CN1CCN(C)CC1	-34%	?	-13	28µM*	-17%	10%	28µM*	3.2µM*	10µM*
CC1Cc2cc(S(=O)(=O)NCc3ccccc3)ccc2N1C(=O)C1CCC1 (stereo not drawn)	2%&-19%	1%&-18%	1&3	15%&36%	-1%&-8%	1%&-7%	-3%&3%	2%&12%	6%
Cc1ncc(CN2CCN(CCc3ccccc3)C(CCO)C2)s1 (stereo not drawn)	10%	-10%	3	35%	-2%	3%	-11%	-11%	-1%
CCn1c(CC(=O)Nc2ccc(C)cc2)n[nH]c1=S	-24%	?	3	8%	-8%	23%	?	3.5µM*	5µM*
CCN(CC)C(=O)c1sc2c(c1C)c(=O)n(Cc1ccccc1)c(=O)n2Cc1c(C)cc(C)cc1C	-10%	-24%	0	27%	3%	-4%	-16%	-15%	-5%[59 µM]
Cc1cccc(C2c3[nH]c4ccccc4c3CCN2C(=O)c2cc3c([nH]c2=O)CCCC3)n1 (stereo not drawn)	-30%	-1%	-2	-10%	1%	2%	45µM*	?	-8%[12.7 µM]
COc1ccc(CNC(=O)COC(=O)c2ccccn2)cc1	-3%	7%	5	44%[activator]	-4%	6%	nt	-4%	11%
Cc1cc(C)cc(Oc2nc(-c3ccccc3)cc(C)c2S(C)(=O)=O)c1	-1%	161%[activator]	-1	90%	0%	14%	48%[activator]	12%	34%[59 µM]
COc1ccc(OC)c(C2C(C(N)=O)=C(C)Nc3nc(CCCO)nn32)c1 (stereo not drawn)	13%	?	3	37%[activator]	0%	1%	-2%	-7%	-2%[59 µM]
CCOC(=O)c1cnc2cc3c(cn2c1=O)CCCC3	-3%	218%[activator]	-5	4%	3%	16%	3%	-11%	3%
COc1ccc(Cn2c(C(F)(F)F)ccc(C(N)=O)c2=O)cc1	20%	4%	-1	4%	5%	-3%	-3%	-12%	-3%
COc1cc2c(cc1NC(=O)/C=C/c1ccc([N+](=O)[O-])cc1)oc1ccccc12	17%	13%	5	19%	-1%	-5%	1%	-22%	-5%[59 µM]
COc1ccc(/C=N/NC(=O)CCOc2ccccc2C)cc1OC	3%	-22%	2	27%	0%	10%	-31%	-6%	?
Cc1ccc(-n2c(=S)[nH]c3nc4c(cc3c2=O)COC(C)(C)C4)cc1	-14%	-11%	-3	41%[activator]	0%	-5%	-6%	-1%	14%[59 µM]
Cc1cc(C)c2cc(C(=O)N3CCc4ccccc4C3)[nH]c2c1	14%	?	-3	0%	11%	-2%	-24%	-12%	?

Two compounds picked at random from those above, as already listed:
SMILES	RGS4 inh	12-LOX inh	PI4K2A block	HP1b chromo inh	GLS inhibitor	ERG Ets-DNA blk	BAZ2B block	JMJD2A Tudor	G9a block
COc1ccc(Cn2ccc3nc(C)c(C(=O)NCc4ccc(OC)cc4OC)cc3c2=O)cc1	-7%	8%	-1	17%	-15%	1%	-13%	-18%	-1%[59 µM]
COc1ccc(OC)c(C2C(C(N)=O)=C(C)Nc3nc(CCCO)nn32)c1 (stereo not drawn)	13%	?	3	37%[activator]	0%	1%	-2%	-7%	-2%[59 µM]

Continuation:
SMILES	RGS4 inh	12-LOX inh	PI4K2A block	HP1b chromo inh	GLS inhibitor	ERG Ets-DNA blk	BAZ2B block	JMJD2A Tudor	G9a block
Cc1c(Cl)cccc1-n1ncc(C(=O)N2CCC(C)CC2)c1C1CCN(C(=O)OC(C)(C)C)CC1	-8%	-19%	-3	20%	-7%	3%	3%[57.1 µM]	-15%	-30%[59 µM]
C#CCn1c(=O)n(-c2cccc(Cl)c2C)c(=O)c2c3c(sc21)CN(C(C)=O)CC3	10%	?	0	27%	2%	2%	0%	-1%	11%[59 µM]
CO/N=C(\Cn1ncc(N2CCCC2)c(Cl)c1=O)c1ccc(Cl)cc1	-46%	-8%	-4	25%	16%	-8%	-8%	4%	7%[12.7 µM]
CCC(C)OC(=O)/C(C#N)=C/c1ccc(-c2ccc(Br)cc2)o1 (stereo not drawn)	-7%	?	-12	26%	8%	2%	0%	-8%	5%[59 µM]
CCOC(=O)c1cc2sccc2n1Cc1ccccc1	-8%	0%	0	160%	0%	-13%	147%[activator]	98%[activator]	85%[activator][59 µM]
O=C(CCc1nc2cccnc2n1Cc1ccccc1)N1CCOCC1	-18%	0%	8	25%	-1%	-1%	?	-6%	26%
O=C(NCCC1=CCCCC1)c1c(O)nc2ccccn2c1=O	20%	0%	-6	39%[activator]	2%	-2%	-19%	-7%	?
CC(=O)N1CCN(S(=O)(=O)c2cccc(C(=O)NC3CCCc4ccccc43)c2)CC1 (stereo not drawn)	-6%	0%	-1	38%	0%	4%	5%	-19%	15%
CC(=O)Cc1nsc(Nc2ccc(C)cc2)n1	?	-2%	4	-17%	-10%	-1%	-19%	?	-2%
COc1ccc(Cl)cc1NC(=O)C(C)Sc1nc2c(c(=O)[nH]1)CCCC2 (stereo not drawn)	31%	-14%	2	9%	17%	-1%	-3%	-11%	-29%[59 µM]
COC(=O)c1nn(-c2ccccc2)c(Sc2ccccc2)c1/C=N/O	2%	186%[activator]	4	23%	8%	-1%	9%	-3%	-4%[59 µM]

Assay outcomes (PubChem BioAssay)
